T cell HTS = T cell immune modulators affecting CD8 T cell-vesicle binding. 2C CD8+ T cell-vesicle binding, flow cytometry; hits give low values. calls only at 7 µM. 0.068% of 330,000 active. AID 2052;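 active = response, share of CD8 T cells binding vesicles, and their 90th percentile fluorescence all below set limits, cut at about 80% in these data, passing the limit was not always enough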
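System: murine 2C transgenic CD8+ T lymphocytes; also added: QL9-loaded Drosophila micro-vesicles; times: binding 1.5 h at 37 °C; measured by: flow cytometry, PE anti-B7-1 (FL2) versus Alexa647 anti-CD8 (FL8), PFA-fixed; control set: Peptide-free naked vesicles (low) and QL9 vesicles with 0.7% DMSO vehicle (high)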
human PMI inhibitors = human PMI inhibitors, high substrate, primary screen, biochemical, fluorescence intensity, high mannose 6-phosphate (AID 1220) | recombinant PMI enzyme, coupled fluorescence intensity; higher % means a stronger effect | one-dose inhibition, % at 20 µM; IC50 in µM for titrated hits | 0.66% of 190,000 active
UTI89 phage lysis = protection from phage-mediated lysis, alamar blue read-out – E. coli UTI89, K1F phage, bacterial capsule biogenesis inhibitors (AID 488966) | E. coli UTI89 K1F phage lysis, alamar blue, 2 h; higher % means a stronger effect | inhibition, % at 100 µM, or IC50 in µM where a hit was titrated | 0.02% of 340,000 active;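 active = phage lysis inhibition, versus mean bacterial control, above a set limit; inconclusive = no clear call, values can overlap the other calls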;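 note: capsule biogenesis inhibitors block K1F phage lysis so surviving cells raise fluorescence; higher fluorescence means more inhibition of phage lysis; actives were called in the ten point dose series up to 300 µM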
M17LAP inhibition = P. falciparum M17LAP inhibitors, primary screen, biochemical, fluorogenic H-Leu-NHMec substrate, 1536-well (AID 1619). one-dose inhibition, % at 30 µM; IC50 in µM for titrated hits. recombinant M17LAP, H-Leu-NHMec fluorogenic kinetic assay; higher % means a stronger effect. 0.38% of 220,000 active;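 active = compound inhibiting the enzyme by more than half at any dose during confirmatory dose-response retesting; inconclusive = strong single-dose inhibitors picked by rank but not retested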;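 note: plate controls were full reaction with DMSO carrier for no effect and no enzyme background for full effect; strong numbers were not always called active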
M1AAP inhibition = malaria alanyl aminopeptidase activity blockers – biochemical, fluorogenic H-Leu-NHMec substrate, 1536-well (AID 1445); recombinant M1AAP, H-Leu-NHMec fluorogenic kinetic assay; higher % means a stronger effect; inhibition, % at 30 µM; hits with a dose series show IC50 in µM; 0.42% of 220,000 active;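 active = primary inhibition above the hit cutoff, then over 50% inhibition at one or more dose response concentrations, cut at about 23% in these data, passing the limit was not always enough; inconclusive = conflicting primary data, or primary hits not chosen for dose response; inactive = low primary inhibition, or under 50% at every dose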;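 note: plate controls were DMSO full reaction for no effect and no enzyme background for full effect; strong numbers were not always called active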
human PMI inhibition = inhibitors of human PMI, primary screen, biochemical, fluorescence intensity, coupled assay (AID 1209); purified PMI enzyme, coupled fluorescence intensity; higher % means a stronger effect; inhibition, % at 20 µM; hits with a dose series show IC50 in µM; 0.42% of 190,000 active;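 note: plate controls were DMSO vehicle for no effect and wells lacking substrate for full effect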
TNAP activators = human TNAP enzyme activators, primary screen, biochemical, luminescent, no phosphate acceptor, uHTS (AID 1001). purified TNAP, luminescent activation assay, no phosphate acceptor; higher activation fold means a stronger effect. one-dose activation fold at 20 µM; EC50 in µM for titrated hits. 0.03% of 200,000 active; in the data active = activation fold from about 3, or a potency from the dose series; inactive = the rest, 99 in 100 with activation fold below about 1.6; note: many of its hits are not listed in these tables
RSV antiviral HEp-2 = inhibition of RSV-induced cytopathic effect – HEp-2 cells, primary 10 µM value included (AID 2391); HEp-2 cells, RSV-induced CPE inhibition; higher % means a stronger effect; CPE inhibition, % at 10 µM; hits with a dose series show IC50 in µM; 0.13% of 310,000 active; in the data active = a potency from the dose series; inconclusive = CPE inhibition mostly from about 23% at the one dose, without a potency; inactive = the rest, 99 in 100 with CPE inhibition below about 21%; note: strong numbers were not always called active
West Nile antiviral = inhibition of WNV-induced cytopathic effect – cell-based, CPE readout (AID 1621). West Nile virus-infected cells, CPE inhibition; higher % means a stronger effect. CPE inhibition, % at 10 µM; hits with a dose series show IC50 in µM. 0.02% of 290,000 active; in the data active = a potency from the dose series; inconclusive = CPE inhibition mostly from about 3.7% at the one dose, without a potency; inactive = the rest, 99 in 100 with CPE inhibition below about 2.2%; note: strong numbers were not always called active
T cell HTS vesicle-bound % = further read-out of T cell HTS, marked with its call; double positive events, %; measured here: CD8+ vesicle-bound cell fraction;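 binding gate set so that unloaded-vesicle control wells show 10% double positive cells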
The depositor's hits bear a star; i = inactive; ? = inconclusive; . = no result given; [ ] = dose if it differs, or a comment. Cut-off read from the data, not from the text of the source, unless noted: active = inhibition above about 50%; inactive = the rest.

Value order – TNAP activators | M1AAP inhibition | T cell HTS vesicle-bound % | M17LAP inhibition | West Nile antiviral | human PMI inhibition | human PMI inhibitors | UTI89 phage lysis | T cell HTS | RSV antiviral HEp-2
CCc1ccc(OCC2c3cc(OC)c(OC)cc3CCN2C(=S)NCCOC)cc1 (stereo not drawn)
→ 1.3 | -2% | 33 | 4% | 0.2% | 21% | 8% | 5.8% | i | 15%
COc1ccc(CSc2nncn2N)cc1Br
→ 1.1 | 6% | 56 | 1% | 0.0% | -3% | 2% | 1.5% | i | 1.4%
S=c1[nH]nc(COc2ccc(Cl)cc2)n1Cc1ccco1
→ 1.3 | -3% | 35 | -3% | -0.4% | 5% | 2% | -0.5% | i | -1.4%
NC(=O)c1cccnc1Nc1cccc(F)c1
→ 1.1 | 15% | 45 | 22% | -1.0% | -5% | -2% | 0.1% | i | 1.6%
CCOC(=O)C1CCN(C(=O)CCNC(=O)Cn2ccc3ccccc3c2=O)CC1
→ 0.9 | 13% | 28 | 22% | 0.0% | -6% | 0% | 0.4% | i | 1.0%
COc1ccc(-c2nc(CSCC(=O)N3CCN(C(=O)c4ccco4)CC3)c(C)o2)cc1OC
→ 1.1 | -5% | 64 | 10% | 0.6% | 10% | 10% | -1.0% | i | 2.1%
CS(=O)(=O)N1CCCC(C(=O)Nc2ccccc2C(F)(F)F)C1 (stereo not drawn)
→ . | . | 59 | . | 0.1% | . | . | 0.2% | i | 0.1%
COc1cc(-c2ccc(NC(=O)CN3CCC(C)CC3)c(OC)c2)ccc1NC(=O)CN1CCC(C)CC1
→ 1.1 | -1% | . | 6% | . | 21% | 21% | 1.0% | . | .
COc1ccc(/C=C/C(=O)NC(=S)NNC(=O)c2cccs2)cc1OC
→ . | 2% | 36 | -1% | 1.3% | . | . | 0.5% | i | 0.3%
COC(=O)CNC(=O)c1cn(CC(C)C)c(=O)c2cc(OC)c(OC)cc12
→ 1 | 1% | 6 | -9% | 0.3% | -5% | -6% | 0.5% | i | 0.8%
CCCC[C@@H]1CN=C(N)N1CC(C)(C)C
→ . | . | 24 | . | -0.1% | . | . | 2.9% | i | 1.9%
COc1cccc(C(=O)Oc2cccc(N3C(=O)C4C5CC(C(Br)C5Br)C4C3=O)c2)c1 (stereo not drawn)
→ 1.1 | 5% | 22 | -6% | 1.3% | 10% | 6% | -0.2% | i | -0.6%
Cc1cc(NCCCN2CCOCC2)n2ncc(-c3ccc(Cl)cc3)c2n1
→ 1.1 | 3% | 20 | -11% | 1.1% | 12% | 11% | 0.1% | i | -2.6%
O=C(CN(C1CCCCC1)S(=O)(=O)c1ccc(Br)cc1)NCc1ccncc1
→ 1.1 | 10% | 22 | -12% | -1.4% | 8% | 5% | 0.0% | i | 1.2%
CCn1c(SCC(=O)Nc2ccc(F)cc2)nnc1C1CC1
→ . | . | 44 | . | 0.2% | . | . | 0.2% | i | 0.8%
O=C(Cc1nc2ccccc2[nH]1)c1ccc(Br)cc1
→ 1.6 | -1% | 37 | 4% | 0.0% | -16% | -2% | 0.3% | i | 0.4%
COc1cc(/C=C2/NC(=O)N(CC(=O)Nc3cccc(C)c3)C2=O)ccc1OCC(N)=O
→ 1 | 6% | 44 | 0% | -0.7% | 8% | 7% | 1.4% | i | 0.0%
O=[N+]([O-])c1ccc(O)c(/C=N/Nc2ccccc2Cl)c1
→ 1.1 | 7% | 46 | 5% | -1.7% | -66% | -121% | -1.1% | i | 6.9%
Cn1c(=O)c2nc(NCc3ccccc3)cnc2n(C)c1=O
→ 1.2 | -1% | 4 | -12% | . | 1% | -1% | 0.0% | i | 0.9%
COc1ccccc1N1C(=S)NC2CS(=O)(=O)CC21 (stereo not drawn)
→ . | 5% | 19 | 9% | 0.1% | . | . | 0.6% | i | 1.3%
Cc1ccc(S(=O)(=O)Nc2nnc(C3CCCCC3)s2)cc1
→ . | . | 23 | . | 1.2% | . | . | 0.0% | i | 3.3%
CC(C)(C)C(=O)NC1(C(F)(F)F)NC(=O)N(CCc2ccccc2)C1=O (stereo not drawn)
→ . | . | 57 | . | -0.4% | . | . | 1.4% | i | -1.1%
NC(=O)C1CCN(c2nc3c(S(=O)(=O)c4ccccc4)nnn3c3ccccc23)CC1
→ . | . | 16 | . | 0.5% | . | . | 0.0% | i | 1.9%
CC1=NCCN1CCNC(=O)Nc1cc(C)cc(C)c1
→ . | -1% | 30 | 0% | 0.4% | . | . | . | i | 0.4%
CC1CCN(c2nc(NCc3ccco3)nc(N)c2[N+](=O)[O-])CC1
→ 1 | 8% | 14 | 1% | -1.4% | -6% | 8% | 1.0%[50 µM] | i | 0.8%
Cc1ccc(C)c(NC(=O)Cc2coc3cc4c(cc23)CCC4)c1
→ 1.1 | 0% | 55 | -1% | -0.6% | 7% | 4% | 0.3% | i | 0.5%
CC1(C(=O)NCc2ccc(Cl)c(Cl)c2)Oc2ccccc2NC1=O (stereo not drawn)
→ 1 | -3% | 27 | -14% | -0.6% | 5% | 0% | 0.3% | i | 0.1%
CCOC(=O)c1nn(-c2ccc(F)cc2)c2c1CC/C2=C/c1ccccc1
→ 1.1 | 2% | 26 | -9% | -0.8% | 3% | -2% | 0.1% | i | 1.5%
CCC(=O)N(Cc1ccco1)c1nc(C(=O)Nc2ccc(Cl)cc2)c(C)s1
→ 1.2 | -3% | 47 | -4% | -1.0% | 25% | 12% | 0.1% | i | 12%
CC(C)N1CCN(Cc2cccc(-c3ccco3)c2)CC1CCO (stereo not drawn)
→ 1 | -4% | 16 | 1% | -0.5% | 3% | 1% | -0.2% | i | -2.2%
Cc1cccc(-n2c(SCC(N)=O)nnc2-c2ccco2)c1
→ . | . | 56 | . | -0.4% | . | . | 0.3% | i | 1.3%
Cn1nnnc1SCCNC(=O)C1CCC(=O)N(CCc2cccc(F)c2)C1 (stereo not drawn)
→ . | . | 20 | . | -0.2% | . | . | 0.1% | i | 0.1%
COC(=O)COc1cccc(/C=N/NC(=O)CCSc2ccccc2)c1
→ 1.1 | -1% | 52 | 19% | -0.2% | 5% | 10% | -0.6% | i | 1.3%
COC(=O)C1CCCCN1C(=O)c1ccc2oc(C(C)C)nc2c1 (stereo not drawn)
→ . | . | 10 | . | 0.2% | . | . | -0.4%[50 µM] | i | 0.6%
O=C(CSc1nnc(Cn2c(=O)sc3ccccc32)n1-c1ccccc1)Nc1nccs1
→ 1.1 | -2% | 63 | -23% | 1.0% | 13% | 5% | 2.2% | i | 19%
O=C(O)CSc1nnc(-c2ccncc2)n1-c1ccc(Cl)cc1
→ 1.1 | -2% | 24 | -2% | 0.2% | 4% | -1% | 0.2% | i | 1.3%
O=C(NNC(=S)NC(=O)c1ccccc1[N+](=O)[O-])c1ccc(Cl)cc1Cl
→ 2.4 | -19% | 66 | -1% | -1.1% | -7% | -20% | -0.7% | i | 2.8%
O=C(NNc1c(Cl)cc(Cl)cc1Cl)c1cccc([N+](=O)[O-])c1
→ 1 | 0% | 47 | -2% | -1.9% | 8% | -2% | -0.6% | i | 18%
CCN(CC)CCCNC(=O)CSc1nc2c(c(C(F)(F)F)n1)CCc1ccccc1-2
→ 1 | 4% | 36 | -2% | ? | 5% | 4% | 0.0% | i | -2.3%
COC(=O)c1ccc(CSc2ccc3nnc(-c4ccc(OC)cc4)n3n2)o1
→ 1 | 0% | 42 | -1% | 1.4% | 11% | -1% | . | i | 0.9%

Next part; it opens with the two that closed the last part.
Value order – TNAP activators | M1AAP inhibition | T cell HTS vesicle-bound % | M17LAP inhibition | West Nile antiviral | human PMI inhibition | human PMI inhibitors | UTI89 phage lysis | T cell HTS | RSV antiviral HEp-2
CCN(CC)CCCNC(=O)CSc1nc2c(c(C(F)(F)F)n1)CCc1ccccc1-2
→ 1 | 4% | 36 | -2% | ? | 5% | 4% | 0.0% | i | -2.3%
COC(=O)c1ccc(CSc2ccc3nnc(-c4ccc(OC)cc4)n3n2)o1
→ 1 | 0% | 42 | -1% | 1.4% | 11% | -1% | . | i | 0.9%
CCC1CCCCN1CCCNC(=O)c1ccc2c(c1)NC(=O)CS2 (stereo not drawn)
→ . | . | 27 | . | -0.3% | . | . | 0.2% | i | -1.0%
COc1ccc([N+](=O)[O-])cc1NCc1ccco1
→ . | 1% | 27 | 11% | 0.0% | . | . | 0.1% | i | 6.1%
COc1cc(/C=N/NC(=O)c2ccc3c(c2)OCO3)ccc1O
→ . | . | 58 | . | -0.2% | . | . | -0.3% | i | -0.1%
COCCn1nnnc1C(c1cc2ccc(OC)cc2[nH]c1=O)N1CCN(C2CCCCC2)CC1 (stereo not drawn)
→ 1 | 6% | 5 | 24% | 0.5% | -10% | -4% | 0.0% | i | -1.1%
Cc1ccc(S(=O)(=O)N(CC(=O)N=Nc2c(O)[nH]c3ccccc23)c2ccc(C)c(C)c2)cc1
→ 1.6 | 4% | 43 | 6% | 0.0% | 12% | 9% | 1.2% | i | 1.2%
CC(C)NC(=O)C1CCN(C2CCN(Cc3nc(C(C)C)cs3)CC2)CC1
→ 1.1 | 7% | 6 | -9% | -0.7% | 16% | 15% | 0.2% | i | -0.4%
COc1ccc(N2CCN(C(=O)c3cccn4c(=O)c5ccccc5nc34)CC2)cc1
→ 1 | 2% | 47 | 3% | -0.8% | -6% | -2% | 1.5% | i | -1.5%
COCCNC(=O)c1ccc(CSc2nc3ccccc3s2)cc1
→ . | . | 14 | . | -0.3% | . | . | 0.1% | i | 1.1%
OC(CN1CCN(Cc2ccc3c(c2)OCO3)CC1)c1c[nH]c2ccccc12 (stereo not drawn)
→ 1 | 21% | . | 13% | . | -3% | -3% | 2.5% | . | .
O=C(NCc1ccco1)c1ccccc1F
→ 1.1 | 2% | 55 | 3% | -0.1% | -4% | -5% | 0.2% | i | 5.3%
O=C(OCC(=O)N1CCOCC1)c1ccc2c(c1)OCCO2
→ 1.2 | 4% | 35 | -12% | -0.1% | -1% | -6% | -1.6% | i | 1.3%
CC(=O)C1=C(c2ccccc2)OC(N)=C(C#N)C1c1ccccc1F (stereo not drawn)
→ 1.1 | 11% | 44 | 16% | 0.5% | -18% | -30% | 2.0% | i | 4.0%
